Lipid storage S3: qHTS Assay for Lipid Storage Modulators in Drosophila S3 Cells; Drosophila S3 cells, BODIPY lipid droplet fluorescence, 18-24 h; cells fed with added oleic acid; Potency in µM for hits, for the others lipid storage change, negative = inhibition, % at the top dose, mostly 46.1 µM; actives 0.64% (n = 320,000); active means well fitted inhibition curve with a large enough effect in the signal ratio, with a control signal flat, not every such curve was filed as active; inconclusive means small, poorly fitted or top-dose-only effect, or effect the other way, or a change in a side signal; the % refers to the signal ratio
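Drosophila S3 cells got compounds at several concentrations plus oleic acid (400 uM solution). Laser-scanning cytometry with 488 nm excitation read lipid droplets at 500-530 nm and cells at 575-640 nm. Percent activity was relative to 20 uM Triacsin C.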
Lipid storage S3 cell count max: further read-out of Lipid storage S3, marked with its call; cell number change, %; measured here: cell count max response;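 cells counted by Cell Tracker Red CMTPX staining in the red channel; peak over a dose series mostly up to 46.1 µM; percent activity relative to internal control wells on each plate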
* hit, by the source's call; i = inactive; ? = inconclusive; nt = not tested or not shown. On the % scale 0 is the no-effect control and ±100 the full control effect; potency means the concentration at half of the fitted maximal effect. Some of the compounds tested; count on the stated rates, not on these rows.

SMILES	Lipid storage S3	Lipid storage S3 cell count max
COc1ccc(CNCCc2c(C)[nH]c3ccc(OC(F)(F)F)cc23)c(OC)c1	2.06µM*	-24.6*
C1=C(CCNCc2ccccc2)CCCC1	?	nt
O=C1NC(=O)N(Cc2ccc(F)cc2)C(=O)/C1=C\c1ccc(N2CCCC2)cc1	-2.9%	12.9
CC(=O)NNC(=O)CN1C(=O)CN=C(c2ccccc2)c2cc(Br)ccc21	2.6%	2.4
Cc1ccc(C)c(OCC(=O)N2CCN(Cc3ccc4c(c3)OCO4)CC2)c1	?	nt
CCc1cccc(C)c1NC(=S)N1CC2CC(C1)c1cccc(=O)n1C2 (stereo unspecified)	-1.0%	10.4
COc1ccc(CCn2c(O)c(C=NCc3ccc4c(c3)OCO4)c(=O)[nH]c2=O)cc1OC	?	nt
O=C(NC(=O)c1c(F)cccc1F)Nc1cc(Cl)c(F)c(Cl)c1F	5.2%	11.9
Cc1cccc(CCNCc2cc3cccc(C)c3[nH]c2=O)c1	?	nt
C=CC[C@@H](C)CC(=O)C(CCCN=[N+]=[N-])SOOc1ccccc1 (stereo partly specified)	?	nt
Nc1c(C(=O)OCC2CCCO2)c2nc3ccccc3nc2n1Cc1cccs1 (stereo unspecified)	?	nt
CC(=NCc1ccco1)c1c(O)n(-c2ccccc2)c(=O)[nH]c1=O	?	nt
CCN1CCN(Cc2cc(Br)ccc2O)CC1	?	nt
Fc1ccccc1CCNCc1cccc2ccccc12	10.5%	-17.7
CC/C(=N\NC(N)=O)c1c(O)[nH]c(=O)[nH]c1=O	?	nt

Of the compounds above, 3 have four or more nitrogen atoms:
SMILES	Lipid storage S3	Lipid storage S3 cell count max
CC(=O)NNC(=O)CN1C(=O)CN=C(c2ccccc2)c2cc(Br)ccc21	2.6%	2.4
Nc1c(C(=O)OCC2CCCO2)c2nc3ccccc3nc2n1Cc1cccs1 (stereo unspecified)	?	nt
CC/C(=N\NC(N)=O)c1c(O)[nH]c(=O)[nH]c1=O	?	nt

Continued.
SMILES	Lipid storage S3	Lipid storage S3 cell count max
N=C1c2ccccc2CN1NC(=O)c1ccc(Br)cc1	11.5%	-11.5
CCOc1cc2c(cc1OCC)-n1cccc1C(c1cccc(F)c1)NC2 (stereo unspecified)	-24.2%	nt
CN(C)/C=C/C(=O)C(Cl)(Cl)Cl	?	nt
CCN1C(=O)C(=C2C=C(C)OC(C)=C2)C(=O)N(CC)C1=S	-1.4%	-4.6
Cn1c(=O)oc2cc(S(=O)(=O)NCCN3CCN(c4ccccc4)CC3)ccc21	?	nt
CCCCCCCSc1cc(OC)c(CCN(C)C)cc1OC	i	-23.4
Cc1cc(C)c(Cn2c(C(=O)O)c(C=O)c3ccccc32)c(C)c1	?	nt
Clc1ccc(CSC(Cn2ccnc2)c2ccc(Cl)cc2Cl)cc1 (stereo unspecified)	?	nt
Cc1ccccc1-n1c(O)c(C(c2ccncc2)c2c(O)n(-c3ccccc3C)c(=O)[nH]c2=O)c(=O)[nH]c1=O	?	5.3
COc1cc(Br)c(CNCCc2ccc3c(c2)OCO3)cc1OC	-5.9%	3.6
O=[N+]([O-])c1cccc(C2N3CCCN23)c1 (stereo unspecified)	?	nt
COC(=O)C1=C(c2ccc(F)cc2OCc2ccccc2)C[C@@H]2CC[C@H]1N2C(=O)NCCNC(C)=O	?	nt
COc1cc(C)c(CNCCc2c[nH]c3ccccc23)cc1C	?	nt
CCOP(=S)(OCC)C(O)CCCCCn1c(=O)c(F)cn(C2CCCO2)c1=O (stereo unspecified)	0.7%	13.9
N=C1C(c2ccccc2)=C(O)CN1Cc1ccco1	-0.1%	1.7

A second format for part of the listing above.
Every second line gives: Lipid storage S3	Lipid storage S3 cell count max
O=C1NC(=O)N(Cc2ccc(F)cc2)C(=O)/C1=C\c1ccc(N2CCCC2)cc1
 : -2.9%	12.9
CC(=NCc1ccco1)c1c(O)n(-c2ccccc2)c(=O)[nH]c1=O
 : ?	nt
Cc1cccc(CCNCc2cc3cccc(C)c3[nH]c2=O)c1
 : ?	nt
CCN1CCN(Cc2cc(Br)ccc2O)CC1
 : ?	nt
CC/C(=N\NC(N)=O)c1c(O)[nH]c(=O)[nH]c1=O
 : ?	nt

Other records follow.
SMILES	Lipid storage S3	Lipid storage S3 cell count max
Fc1ccc2c(c1)nnn2C1CCN(Cc2ccccc2)CC1	i	nt
O=C(N/N=C/c1cccnc1)c1cc2ccccc2cc1O	?	nt
CC(=O)OC1(Cc2ccccc2)CN2CCC1c1ccccc12 (stereo unspecified)	10.4%	-15.4
Cn1cnc([N+](=O)[O-])c1Sc1ccc([N+](=O)[O-])cc1	i	-14.3
O=C(c1ccccc1)C1CCCN(Cc2nc(-c3cnccn3)no2)C1 (stereo unspecified)	0.8%	14.1
COc1cccc(N2CCN(Cc3cccc(Cl)c3)CC2)c1	?	nt
Cc1ccc(-n2c(O)c(/C=C/C=Nc3ccccc3)c(=O)[nH]c2=O)cc1	?	nt
CC1=CC(=Cc2sc3ccccc3[n+]2C)C=C(C)O1	?	nt
CC1=CC(=O)C2=C(C)C[C@H](O)[C@@H]3[C@H](OC(=O)[C@H]3C)[C@@H]12	?	nt
CCN1CCC(N(C)C2CCCCC2)CC1	?	nt
O=C(c1cccc(N2CCCC2=O)c1)N1CCC2(CC1)OCCO2	0.8%	11.9
COc1ccc(N2C(=O)CC(N3CCC(n4c(=O)[nH]c5ccccc54)CC3)C2=O)cc1 (stereo unspecified)	?	nt
CC(=O)c1c(C)n(C2CCCCC2)c2ccc(O)cc12	-7.0%	2.3
O=c1[nH]c(=S)n(C2CC2)c(O)c1/C=N/N1CCOCC1	?	nt
COC(=O)[C@@]1(Cc2ccc(F)cc2)[C@H]2c3cc(C(=O)N(C)C)[nH]c3C[C@H]2CN1C(=O)c1ccccc1	?	nt
CC(C)CC(=O)NC(Oc1ccc(Cl)cc1)C(Cl)(Cl)Cl (stereo unspecified)	?	nt
NNC(=O)c1ccc(Cl)cc1	-0.8%	1.5
CC(=NCc1ccc2c(c1)OCO2)c1c(O)n(Cc2ccccc2)c(=O)[nH]c1=O	-2.3%	-2.2
O=C(COc1ccccc1)NCCc1cnc[nH]1	?	nt
CCCCCOc1ccc(C)cc1CN(CCCl)CCCl	-0.4%	-5.2
COc1ccccc1N1CCN(Cc2c(F)cccc2F)CC1	8.1%	-6.9
O=C(c1cccnc1)C1CCCN(Cc2nc(-c3cnccn3)no2)C1 (stereo unspecified)	?	nt
CCCOC(=O)COc1cc(C)cc2oc(=O)c3c(c12)CCC3	?	nt
CN1CCN(CCOC2c3ccccc3CSc3ccc(Cl)cc32)CC1 (stereo unspecified)	1.2%	3.7
COC(=O)C1=C(c2ccc(F)cc2OCc2ccccc2)C[C@@H]2CC[C@H]1N2C(=O)NCC1CC1	3.4%	0.1
CC12CCC(=O)C=C1CCC1C2CCC2(C)C(O)CCC12 (stereo unspecified)	?	nt
O=C(O)c1ccc(/C=C/c2nc3ccccc3c(=O)n2-c2ccc(Br)cc2)cc1	?	nt
O=C1NC(=O)N(Cc2ccco2)C(=O)/C1=C\c1ccc(-c2ccc(F)cc2)o1	-3.7%	0.1
NC(=O)CSP(=O)(c1ccccc1)c1ccccc1	?	nt
C=CCNC(=S)Nc1ccc(OC(=O)Nc2ccc(Cl)c(Cl)c2)cc1	?	nt
O=C(Nc1ccncc1)c1cccn(Cc2ccccc2)c1=O	0.9%	-6.2
CCN(C(=O)COC(=O)c1cn(C)c2ccccc12)c1ccc(F)cc1	20.6%	0.7
CCOc1cc2c(cc1OCC)-n1cccc1C(c1ccccc1O)NC2 (stereo unspecified)	-10.7%	-19.2
ClCC(Br)CBr (stereo unspecified)	?	nt
CCOC(=O)C1=C(N)OC2=C(C(=O)CCC2)C12C(=O)N(C)c1ccccc12 (stereo unspecified)	?	nt
NNC(N)=O	12.2%	-17.9
COc1ccc(Cn2c(O)c(/C=N/NC(=O)c3ccccc3O)c(=O)[nH]c2=O)cc1	13.7%	2.8
CN1CCC(c2c[nH]c3ccccc23)C1 (stereo unspecified)	?	nt
O=[N+]([O-])O[C@H]1CO[C@H]2[C@@H]1OC[C@H]2O[N+](=O)[O-]	-3.2%	1.3
Cc1cccc(N2CCN(C(=O)CCNS(=O)(=O)c3ccc4c(c3)oc(=O)n4C)CC2)c1C	?	nt
Cn1c(O)c(C=NCCN2CCOCC2)c(=O)[nH]c1=S	-16.8%	5.9
ClCCOCOCCCl	2.1%	3.4
Nc1ccc(N=Nc2ccccc2)cc1	?	nt
Cn1nnc(CC[N+](C)(C)C)n1	-14.1%	-6.3
CC(C)n1c(O)c(C=NCc2ccccc2)c(=O)[nH]c1=S	-2.1%	15.7
COc1ccccc1N1C(=O)NC(=O)C(CCc2ccncc2)(CCc2ccncc2)C1=O	?	nt
CCCCn1c(O)c(C(C)=NCc2cc(OC)cc(OC)c2)c(=O)[nH]c1=O	i	10.0
COc1cc2c(cc1OC)CN(c1ccc([N+](=O)[O-])c(C(F)(F)F)c1)CC2	?	nt
O=C1NC(=S)N(c2ccccc2)C(=O)/C1=C/c1ccco1	?	nt
O=C(N/N=C/C1C(=O)NC(=S)N(c2ccccc2)C1=O)c1cc(Br)c(O)c(Br)c1 (stereo unspecified)	?	nt
c1ccc(CN2CCN(Cc3ccc4ccccc4c3)CC2)cc1	23.0%	-18.2
CCC(CO)NC(=O)C1C=C2c3cccc4[nH]cc(c34)CC2N(C)C1 (stereo unspecified)	?	nt
COc1cccc(C2(O)CCN(Cc3ccncc3)CC2)c1	-6.6%	-4.6
O=C(C1CCN(S(=O)(=O)c2ccccc2)CC1)N1CCC2(CC1)OCCO2	?	nt
CCOC(=O)CNC(=O)CSP(=S)(OCC)OCC	-2.8%	10.9
CCCCc1ccc2[nH]cc(CCN)c2c1	?	nt
Cc1ccc(-c2cc(-c3ccc(C)cc3)[n+](-c3ccc(C(=O)[O-])cc3)c(-c3ccc(C)cc3)c2)cc1	?	nt
Cn1c(O)c(/C=N/N2CCOCC2)c(=O)n(C)c1=S	-16.1%	-10.4
COC(=O)C1=C(c2ccc(Cl)c(C(F)(F)F)c2)C[C@@H]2CC[C@H]1N2C(=O)NC1CC1	9.8%	8.9
CCc1ccccc1NC(=O)CNC1CCCCC1	7.2%	17.2
Further results follow.
SMILES	Lipid storage S3	Lipid storage S3 cell count max
CSCc1nnc2n1-c1ccc(Cl)cc1C(c1ccccc1)=NC2	?	nt
COc1ccccc1N1CCN(Cc2ccc(SC)cc2)CC1	?	nt
CCCCC(=O)N/N=C/c1c(O)n(CCc2ccccc2)c(=O)[nH]c1=O	12.1%	25.8
CCCCn1c(=O)c(C(=O)Nc2ccccc2S(N)(=O)=O)c(O)c2ccccc21	?	nt
Cc1nn(Cc2c(Cl)cccc2Cl)c(Cl)c1C(=O)O	?	nt
O=C(c1ccccc1F)c1cn(CC(=O)N2CCCC2)c2ccccc12	i	nt
O=c1[nH]c(O)c(C=Nc2cc(F)cc(F)c2)c(=O)[nH]1	17.4%	-0.3
COc1ccccc1-n1c(-c2ccoc2)nc2ccccc2c1=O	?	nt
CCOCCCNC(=O)CN1C2CCC1CC(O)(c1ccc(OC)cc1)C2 (stereo unspecified)	?	nt
O=CC(Cl)P(=O)(N1CCCCC1)N1CCCCC1 (stereo unspecified)	-10.0%	-11.4
CSc1ncc(/C=C2/C(=O)NC(=O)N(C)C2=O)cn1	?	nt
Nc1cc(Cl)c(N)cc1Cl	?	nt
CC(C)C(=O)Nc1ccc(S(=O)(=O)N2CC3CC(C2)c2cccc(=O)n2C3)cc1 (stereo unspecified)	?	nt
Cc1ccccc1NC1(C#N)CCCCC1	-13.4%	-21.1
Cc1ccc2c(c1)cc1c(=O)n(CC(=O)N3CCC4(CC3)OCCO4)nc(C)n12	-1.1%	8.6
c1ccc(-c2nnc(C3CC(c4cccnc4)=NO3)o2)cc1 (stereo unspecified)	19.5%	-7.3
CN(C)c1ccc(C(=O)N/N=C/C23CC[C@@H](O)CC2(O)CC[C@@H]2[C@@H]3CCC3(C)C(C4=CC(=O)OC4)CCC23O)cc1 (stereo partly specified)	?	nt
CCC(=O)N1N=C(c2c(O)n(C)c(=O)n(C)c2=O)CC1c1ccccc1 (stereo unspecified)	?	nt
COC(=O)c1ccc(NC(=O)NC(=O)Oc2ccccc2)cc1	?	nt
O=c1[nH]c(=O)n(C2CCCCCC2)c(O)c1C=NCc1cccnc1	0.1%	10.3
CC(C)C(=O)Nc1ccc(N2CCN(C)CC2)c(F)c1	?	nt
NCCc1c[nH]c2ccc(C(N)=O)cc12	-13.3%	-20.1
Cn1c(O)c(C(=N)COc2ccccc2)c(=O)n(C)c1=O	-16.4%	1.1
COC(=O)C1=C(c2ccc(C(C)=O)cc2)C[C@@H]2CC[C@H]1N2C(=O)NCCOc1ccccc1Cl	?	nt
COc1ccc(CNCCc2c[nH]c3ccccc23)c(OC)c1C	?	nt
CCN1c2nc3c(C)cccn3c(=O)c2CC2(C(=O)N(C)C(=O)N(C)C2=O)C1C (stereo unspecified)	?	nt
O=[N+]([O-])c1ccc(Cl)c([N+](=O)[O-])c1	?	nt
COC(=O)C1=C(c2ccc(C(C)=O)cc2)C[C@@H]2CC[C@H]1N2C(=O)NC1CC1	?	nt
CN(C)c1ccc(C=C2C(=O)NC(=O)NC2=O)cc1[N+](=O)[O-]	?	nt
Cn1c(O)c(N=Nc2ccc(S(=O)(=O)N3CCOCC3)cc2)c(=O)n(C)c1=O	6.2%	-8.6
COc1cc(OC)c(C=O)c(OC(=O)N(C)C)c1	-27.6%	-15.6
CCCCC(CC)CNCC(O)c1ccccc1 (stereo unspecified)	?	nt

Screening data as filed in PubChem BioAssay.
